Screening results: PubChem BioAssay, several laboratories
E coli growth: reduces bacterial viability in AddAB counter-screen. AID 449728. 330,000 tested, 0.27% active. E. coli V3065 growth, OD600 absorbance, 18 h. inhibition, % at 11.9 µM;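 active = inhibition above the campaign's mean inhibition across all tested compounds plus 3 SD, cut at about 9.9% in these data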;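 also: uninfected addAB+ strain grown without phage in ampicillin broth; 0% = DMSO wells and 100% = ciprofloxacin 0.95 µg/ml wells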
Tat export inh: blocks Tat-dependent protein export in E. coli | E. coli MC4100 TorA-mCherry Tat export, fluorescence | inhibition, % at 10 µM | 340,000 tested, 0.036% active;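 active = mean replicate inhibition at least 50% and at least half of replicates individually reaching 50%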;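 also: exported cargo escapes ClpAP degradation while cytoplasmic cargo is degraded and loses fluorescence; 0% = median of neutral control wells and 100% = median of NaSCN control wells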
HTR5A ag: activates human HTR5A in OPRM1-OPRD1 agonist counter-screen | HTR5A agonist assay, luminescence, cell-based | AID 504692 | 340,000 tested, 0.61% active | activation, % at 9.3 µM | P47898; in the data active = activation mostly above about 9.5%, no sharp cut-off; inactive = mostly below about 7.6%;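 also: 0% = cells with vehicle only and 100% = reference agonist; strong numbers were not always called active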
phage Ecoli inh: E. coli growth loss with phage present | growth absorbance | inhibition, % at 11.9 µM | 360,000 tested, 0.26% active | AID 651602; in the data active = inhibition above about 11%
HTR5A inv ctr: inverse agonist of human HTR5A in OPRM1-OPRD1 counter-screen; AID 504634; HTR5A cell line, luminescence, inverse agonism; 340,000 tested, 0.083% active; inhibition, % at 9.3 µM; P47898; in the data active = inhibition mostly above about 23%, no sharp cut-off; inactive = mostly below about 18%;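 also: 0% = cells with DMSO and 100% = no-cell wells with DMSO; some compounds called inactive have numbers as strong as hits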
DAGLB inhibitor: blocks human DAGLB lipase activity | inhibition, % at 5.17 µM | HEK293T DAGLB membrane lysate, EnzChek fluorogenic substrate | 340,000 tested, 0.059% active | Q8NCG7 | AID 504411; in the data active = inhibition above about 34%;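 also: 0% = enzyme with vehicle and 100% = wells lacking enzyme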
Target sequence (Q8NCG7 whole entry, looked up): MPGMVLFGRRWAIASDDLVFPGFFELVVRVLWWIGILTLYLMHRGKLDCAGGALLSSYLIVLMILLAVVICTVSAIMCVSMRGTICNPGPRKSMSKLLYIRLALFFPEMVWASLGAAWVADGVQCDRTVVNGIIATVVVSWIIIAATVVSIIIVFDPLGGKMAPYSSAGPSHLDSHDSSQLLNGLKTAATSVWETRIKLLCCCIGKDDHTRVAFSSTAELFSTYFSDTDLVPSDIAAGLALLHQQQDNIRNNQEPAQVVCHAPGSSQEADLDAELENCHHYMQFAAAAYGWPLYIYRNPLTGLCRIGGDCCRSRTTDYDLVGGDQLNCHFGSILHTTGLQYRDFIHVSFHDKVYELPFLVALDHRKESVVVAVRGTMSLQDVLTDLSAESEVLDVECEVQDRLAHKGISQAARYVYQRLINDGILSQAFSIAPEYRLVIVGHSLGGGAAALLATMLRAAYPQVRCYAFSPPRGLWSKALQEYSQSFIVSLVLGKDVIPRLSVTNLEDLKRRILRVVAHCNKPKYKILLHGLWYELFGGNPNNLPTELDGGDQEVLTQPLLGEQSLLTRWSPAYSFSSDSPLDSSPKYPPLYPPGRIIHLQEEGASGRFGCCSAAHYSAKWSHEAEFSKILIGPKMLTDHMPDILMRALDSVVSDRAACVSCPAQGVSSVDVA
CDK5 inh: inhibitors of human CDK5/p35 kinase. Recombinant CDK5/p35, ADP-Glo luminescence, 60 min. Q00535+Q15078. inhibition, % at 10 µM. 330,000 tested, 0.01% active;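 active = highest replicate inhibition of at least 50% and at least 75% of replicates reaching 50%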;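 also: plate controls were DMSO neutral control for no effect and GW8510 at 10 µM for full effect; many of its hits are not listed in these tables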
PKA-R2B activ: activates the human PKA-R2B holoenzyme complex; P22694+P31323; PKA-R2B holoenzyme dissociation, Cy5-IP20 fluorescence polarization; R2B truncated from residue 108, S112A mutant; 0% DMSO only, 100% 113 µM cGMP; activation, % at 11.4 µM; 340,000 tested, 0.079% active;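 active = activation above a cutoff set at the mean over all compounds plus 3 SD, cut at about 18% in these data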;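 also: higher means more holoenzyme dissociation and a rise in polarization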
Target sequence (P31323 whole entry, looked up, other chains not shown, the tested form may be a part): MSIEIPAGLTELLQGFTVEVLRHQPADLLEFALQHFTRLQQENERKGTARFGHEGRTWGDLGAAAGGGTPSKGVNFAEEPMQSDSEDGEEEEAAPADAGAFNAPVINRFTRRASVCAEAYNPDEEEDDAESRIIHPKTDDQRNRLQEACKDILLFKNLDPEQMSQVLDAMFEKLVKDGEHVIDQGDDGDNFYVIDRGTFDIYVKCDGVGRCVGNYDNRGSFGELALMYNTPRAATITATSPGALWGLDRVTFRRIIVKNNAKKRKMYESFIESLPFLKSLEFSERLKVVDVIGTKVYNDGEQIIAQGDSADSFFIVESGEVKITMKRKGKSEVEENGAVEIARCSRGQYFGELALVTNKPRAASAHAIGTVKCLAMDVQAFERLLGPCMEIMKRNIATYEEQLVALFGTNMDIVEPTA
AddAB inh: less growth of phage-infected E. coli with AddAB. inhibition, % at 11.9 µM. 330,000 tested, 0.29% active. E. coli expressing H. pylori AddAB, absorbance growth; in the data active = inhibition above about 12%;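 also: 0% = vehicle wells of infected cells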
PKA-R1A activ: PKA-R1A complex activation; P00514+P68181; PKA-R1A dissociation, Cy5-IP20 fluorescence polarization; scaled: DMSO 0%, 113 µM cGMP 100%; activation, % at 11.4 µM; 340,000 tested, 0.083% active; AID 504707;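 active = percent activation above the mean of all tested compounds plus 3 SD, cut at about 19% in these data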;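 also: higher means more PKAc released from R1A so a rise in polarization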
SUMO Mot1 rescue: inhibitors of SUMOylation pathway: yeast Mot1-301 growth rescue; S. cerevisiae Mot1-301 growth rescue, ATP luminescence, 38.5C; percent above DMSO median, 100 means doubled; 320,000 tested, 1% active; growth rescue, % at 18.8 µM; AID 2716;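 active = every valid replicate shows activation above 250% relative to neutral control wells; inactive = the rest, any valid replicate at or below 250%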;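 also: OY570 slx delta 5 strain wells were the positive control but not used for scaling; some compounds called inactive have numbers as strong as hits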
The depositor's hits bear a star; x = no result given; & = joins results of further samples.

SMILES	E coli growth	Tat export inh	HTR5A ag	phage Ecoli inh	HTR5A inv ctr	DAGLB inhibitor	CDK5 inh	PKA-R2B activ	AddAB inh	PKA-R1A activ	SUMO Mot1 rescue
CCN1CCN(CCNC(=O)CCc2c(C)c3c(C)nn(-c4ccccc4)c3n(C)c2=O)CC1	-1.8	7.5	-1.7	x	4.3	1.3	1.0	-4.9	1.5	2.1	4.1
O=c1cc(CSc2ccc(Cl)cc2)nc(N2CCCCC2)[nH]1	-0.2	8.3	-2.1	1.9	-35.0	-5.0	-0.9	-8.0	1.8	-4.0	-11.7
Cc1ccn(CC(=O)N2CCCC(N3CCN(c4ccccc4F)CC3)C2)n1 (stereo not given)	x	0.3	0.7	3.5	6.0	-2.4	x	-9.1	x	-12.4	x
CCOc1ccc2ncc(S(=O)(=O)c3ccccc3)c(N3CCN(c4ccc(OC)cc4)CC3)c2c1	1.5	-0.2	-0.3	-0.4	-3.9	0.1	-4.5	-8.5	-0.2	-17.9	0.6
COC(=O)C1SCC2C(=O)N(Cc3ccccc3)CC(=O)N21 (stereo not given)	-0.6	-0.9	4.0	3.0	-10.6	-2.6	1.0	5.7	1.5	4.7	1.8
C#CC1(O)CCCC2C3CCC4CC(OC(C)=O)CCC4(C)C3C(=O)CC21C (stereo not given)	x	5.8	-2.3	-1.2	9.0	-3.0	0.9	1.4	x	0.3	x
NC(=O)CCN1CCCCC1	-2.2	-0.8	-3.2	3.2	-16.8	4.0	0.9	-7.5	-0.8	-16.2	8.1
COc1ccc(C(=O)/C=C/c2ccccc2F)c(OC(=O)c2ccc([N+](=O)[O-])cc2)c1	0.1	3.7	-0.1	-1.1	1.8	-2.2	-0.8	-3.9	0.6	4.8	-6.7
O=C(Cn1nnc(-c2ccc3c(c2)OCO3)n1)NCc1ccccc1	-1.6	-0.3	-1.8	1.7	11.4	-1.2	-1.8	0.2	-0.8	-11.2	147.6
CS(=O)(=O)N(CC(=O)NCc1ccco1)c1ccc2c(c1)OCO2	-0.7	4.4	0.0	-1.1	23.2	-0.3	-0.9	-2.6	1.5	6.3	4.0
CCN(CC)S(=O)(=O)c1ccc(N=Nc2c(C)[nH]n(C(N)=S)c2=O)cc1	5.2	-2.1	-5.0	2.2	9.1	19.7	-2.2	-1.6	5.3	1.4	3.0
Cc1nnc(NC(=O)CCCN2C(=O)c3ccccc3C2=O)s1	1.4	-6.9	3.7	2.0	2.2	-1.8	0.0	-8.8	2.0	-6.2	1.4
Cn1c(-c2ncc(F)cc2F)cc2onc(-c3c(F)cccc3Cl)c2c1=O	0.0	-8.8	-2.0	1.0	5.2	-5.4	0.4	4.4	0.1	-11.9	-6.6
N#Cc1c(SCc2c(Cl)cccc2Cl)nc(N)[nH]c1=S	0.7	-7.3	-1.3	1.8	4.6	6.1	1.4	-3.7	2.1	-4.8	-6.1
COc1ccc2[nH]c3c(c2c1)CCNC3=O	-1.5	-7.6	-1.9	3.2	-8.1	-1.1	2.5	-6.1	0.4	6.3	7.2
O=C(CSc1ccccc1)Nc1nnc(COc2ccc(Cl)cc2)s1	-2.3	2.6	12.0	2.4	-30.3	1.9	-0.4	-1.4	1.6	-7.3	405.7
COC(=O)c1ccccc1CON1C(=O)C(C)(C)N(OCc2ccccc2C(=O)OC)C(=O)C1(C)C	0.6	8.5	-0.4	2.4	-7.2	-4.7	-2.0	5.7	-0.3	7.4	-16.6
CCCN1CCC(=O)N([C@H](CSc2ccc(Br)cc2)c2ccccc2)CC1	1.9	-4.7	2.3	0.9	7.6	-3.3	2.2	-0.7	-3.5	-9.1	-8.4
Cc1ccc(Oc2nccc(-c3ccc(Cl)cc3)n2)cc1	1.6	5.5	1.1	3.4	6.2	-4.4	1.1	-5.3	3.1	8.3	0.3
CC(C)C(=O)Nc1cccc(C(=O)Nc2nncs2)c1	-2.2	1.2	3.8	4.9	-0.5	0.0	2.1	1.2	1.3	13.3	-2.5
CCNC(=O)CC1C(=O)N(c2ccccc2)C(=O)N1CCC(C)C (stereo not given)	-3.4	-15.6	-3.8	-1.7	-6.4	-1.8	0.1	1.1	3.5	4.8	84.1
C=CCNC(=O)/C(=C\c1ccc([N+](=O)[O-])cc1)NC(C)=O	-1.4	-2.2	2.6	2.4	-5.9	1.2	0.5	1.2	1.9	-11.9	115.9
CCCn1c(C)cc(C(=O)COc2ccc(S(=O)(=O)N(CC)CC)cc2[N+](=O)[O-])c1C	-0.1	11.0	1.4	2.8	-3.6	-2.3	-0.6	1.9	1.5	3.1	153.8
Cc1ccc(O)c(NC(=O)c2cc(C)no2)c1	-2.2	10.5	0.4	4.1	-1.7	0.4	0.6	-6.5	3.8	-3.2	-5.9
CCOC(=O)c1[nH]c(C=O)c(C(=O)OCC)c1C	-0.7	-4.8	7.8	4.7	-50.3	-1.9	2.4	-3.1	1.2	-12.8	2.3
CCOc1ccc(S(=O)(=O)n2nc(C)cc2C)c2ccccc12	0.7	-3.1	1.7	0.3	16.7	1.2	-0.1	1.1	1.4	0.2	-9.2
CNC(=O)C(C)N1c2cccc3cccc(c23)S1(=O)=O (stereo not given)	x	-7.3	-1.4	2.6	5.3	0.3	1.3	-5.4	x	-1.6	-20.2
O=c1[nH]n(CCO)c(=O)c2cccnc12	0.8	-4.9	4.6	-1.6	19.0	-0.4	3.4	-3.0	2.0	-5.0	11.5
O=[N+]([O-])c1ccc(N/N=C2/CCCCC2c2ccccn2)cc1 (stereo not given)	x	-2.8	-1.3	1.9	14.2	2.6	1.1	0.5	x	1.6	x
c1ccc2c(c1)C(=Nn1cnnc1)c1ccccc1-2	-1.9	-6.0	0.2	1.1	-5.9	3.9	1.9	6.9	0.4	1.3	-14.9
CCCn1c(N)c(N2CCCCC2)c(=O)n(CC(=O)Nc2cccc(S(=O)(=O)N(C)C)c2)c1=O	2.0	-4.2	6.7	-0.9	-8.5	-0.4	-1.3	6.0	-0.2	-4.2	3.4
CN1C[C@H](C(=O)N[C@]2(C)O[C@@]3(O)[C@@H]4CCCN4C(=O)[C@H](Cc4ccccc4)N3C2=O)CC2c3cccc4[nH]cc(c34)C[C@H]21 (stereo not given in full)	-1.0&-1.3	17.4&-7.7	45.3*	3.6&-0.2	-161.8	3.1&-0.7	-4.0&-0.3	-0.1&-15.0	-1.4&-3.3	-6.5&-11.1	1.4
O=C(N/N=C/c1ccc2c(c1)OCO2)c1ccn(Cc2ccc(Cl)cc2)n1	x	-6.4	6.0	2.4	-3.6	-3.0	1.3	1.1	x	-11.7	11.0
Cc1onc(-c2c(F)cccc2Cl)c1C(=O)NC(=S)NC1CCS(=O)(=O)C1 (stereo not given)	1.5	-3.7	-4.1	1.8	1.1	-4.0	-4.4	3.8	0.0	-19.1	-9.4
CC(=O)OC1CCC2(C)C3CCC4(C)C(C(C)=O)CCC4C3CC3OC32C1 (stereo not given)	x	12.7	0.4	3.5	-1.3	-1.4	-0.9	8.1	x	-1.6	x
COc1ccc2c(C)nc(N/C(N)=N/S(=O)(=O)c3ccc(C)cc3)nc2c1	-2.4	4.4	3.7	1.7	-9.4	-1.6	-0.6	-5.6	-2.0	4.1	-13.5
O=C(NCCCNc1ccc([N+](=O)[O-])cc1)C(F)(F)F	-0.6	-1.3	-1.1	3.7	-6.6	1.8	0.1	11.2	4.3	-3.7	-15.1
O=C1CCN(CCc2ccccc2)CCN1[C@H](CSc1ccc(Br)cc1)Cc1ccccc1	0.3	-12.4	-3.8	-0.5	-11.0	-12.1	0.6	-6.2	3.5	-1.7	28.7
Cc1cccc(C(=O)n2c(=S)nc3ccccn32)c1	1.4	-6.4	2.7	x	-9.5	-1.1	2.1	-5.8	1.7	-4.1	-23.1
O=C(c1cc2ccccc2o1)N1CCN(S(=O)(=O)c2ccccc2)CC1	x	-1.6	0.9	3.8	-2.4	0.6	0.2	-7.5	x	-9.2	x

4 compounds from above with just SUMO Mot1 rescue and HTR5A ag.
| canonical_smiles | SUMO Mot1 rescue | HTR5A ag |
| --- | --- | --- |
| O=C(NCCCNc1ccc([N+](=O)[O-])cc1)C(F)(F)F | -15.1 | -1.1 |
| O=C1CCN(CCc2ccccc2)CCN1[C@H](CSc1ccc(Br)cc1)Cc1ccccc1 | 28.7 | -3.8 |
| Cc1cccc(C(=O)n2c(=S)nc3ccccn32)c1 | -23.1 | 2.7 |
| O=C(c1cc2ccccc2o1)N1CCN(S(=O)(=O)c2ccccc2)CC1 | x | 0.9 |

Three entries already listed, arranged by their value in PKA-R2B activ, lowest first:
| Molecule | PKA-R2B activ |
| --- | --- |
| O=C(c1cc2ccccc2o1)N1CCN(S(=O)(=O)c2ccccc2)CC1 | -7.5 |
| COc1ccc(C(=O)/C=C/c2ccccc2F)c(OC(=O)c2ccc([N+](=O)[O-])cc2)c1 | -3.9 |
| c1ccc2c(c1)C(=Nn1cnnc1)c1ccccc1-2 | 6.9 |

Carrying on.
SMILES	E coli growth	Tat export inh	HTR5A ag	phage Ecoli inh	HTR5A inv ctr	DAGLB inhibitor	CDK5 inh	PKA-R2B activ	AddAB inh	PKA-R1A activ	SUMO Mot1 rescue
CCCCN1C(=O)C(=O)N(CC(=O)Nc2cc(S(=O)(=O)N(C)C)ccc2C)C1=O	-0.4	-1.8	1.9	2.9	-5.1	-0.1	0.1	2.9	-1.0	1.4	-11.2
Cc1ccc(CNC(=O)c2cc(S(=O)(=O)N3CCCC3)cn2C)cc1	-0.4	-5.5	-0.3	3.1	0.9	1.4	1.5	-6.1	1.4	-2.7	1.6
COc1ccc(N2CC(NC(=O)c3cccc4ccccc34)CC2=O)cc1OC (stereo not given)	1.0	-2.5	6.3	3.2	-17.4	-4.0	-3.1	8.3	-0.1	-0.8	343.5
O=C(O)CCn1cc(/C=C2\NC(=S)N(c3ccccc3)C2=O)c(-c2ccc(Br)cc2)n1	0.2	5.9	3.1	5.0	-6.2	-5.7	-1.7	-2.6	-1.1	11.7	8.6
c1ccc(C2CC(c3ccccc3)n3ncnc3N2)cc1 (stereo not given)	0.2	3.4	9.2	3.5	-21.3	1.7	-1.0	-4.3	0.8	-2.1	-2.7
CC(C)n1c(SCC(=O)Nc2nncs2)nnc1C1CC1	0.6	-5.7	2.1	1.2	3.1	1.6	0.3	5.0	-1.2	-1.4	286.8
CCCCNC(=O)CN1C(=O)c2cccc(N)c2C1=O	x	1.9	-2.9	0.0	7.4	0.9	-0.2	-3.7	x	-4.2	x
O=C(NCc1cccnc1)[C@@H]1CC=C[C@@H]2CCN(Cc3ccccc3)C(=O)[C@@H]21	-1.2	-4.2	-2.3	1.7	-25.6	-2.1	-9.3	-4.5	3.5	-6.2	-12.9
CCC(C)N(C(=O)CSc1nc(-c2cccs2)nc2ccccc12)C1CCS(=O)(=O)C1 (stereo not given)	x	-3.2	-2.0	-1.5	5.1	0.7	0.6	4.3	x	0.6	x

Single values from the entries so far.
Value of O=C(CSc1ccccc1)Nc1nnc(COc2ccc(Cl)cc2)s1 under PKA-R2B activ: -1.4
Value of COc1ccc2c(C)nc(N/C(N)=N/S(=O)(=O)c3ccc(C)cc3)nc2c1 under AddAB inh: -2.0
Value of COc1ccc(N2CC(NC(=O)c3cccc4ccccc34)CC2=O)cc1OC (stereo not given) under AddAB inh: -0.1
